Bioassay records from PubChem.
Mm-Cpn inhibitor – blocks the Methanococcus maripaludis chaperonin Mm-Cpn; purified Mm-Cpn ATPase, ADP Transcreener TR-FRET; AID 504842; Potency, µM (top dose mostly 76.9 µM), for the others: at the highest dose activity, negative = inhibition, usual class: inhibitors; hit rate 0.031% among 330,000; note: potency is the fitted concentration of half-maximal effect; % is set by controls: 0 for no effect and ±100 for the full control effect; nearly all actives have a fitted effect of over 80% in size
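Inhibition of chaperonin ATP hydrolysis is measured as reduced ADP production, detected by competitive TR-FRET in which signal falls with ADP. Final enzyme 25 nM and ATP 10 uM, reacted 30 min at 37°C.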
EPAC1 antag – blocks human EPAC1 exchange factor | O95398 | EPAC1 GEF assay, Rap1b-BODIPY-GDP exchange fluorescence | Potency, µM (titrated, usually from 115 µM), without a hit: at the top dose activity change, negative = inhibition, most hits filed as inhibitors | hit rate 0.14% among 360,000 | AID 720709;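 note: potency is the fitted concentration of half-maximal effect; plate controls were vehicle for no effect and positive control for full effect; nearly all actives have a fitted effect of over 50% in size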
Target sequence (O95398 whole entry, looked up): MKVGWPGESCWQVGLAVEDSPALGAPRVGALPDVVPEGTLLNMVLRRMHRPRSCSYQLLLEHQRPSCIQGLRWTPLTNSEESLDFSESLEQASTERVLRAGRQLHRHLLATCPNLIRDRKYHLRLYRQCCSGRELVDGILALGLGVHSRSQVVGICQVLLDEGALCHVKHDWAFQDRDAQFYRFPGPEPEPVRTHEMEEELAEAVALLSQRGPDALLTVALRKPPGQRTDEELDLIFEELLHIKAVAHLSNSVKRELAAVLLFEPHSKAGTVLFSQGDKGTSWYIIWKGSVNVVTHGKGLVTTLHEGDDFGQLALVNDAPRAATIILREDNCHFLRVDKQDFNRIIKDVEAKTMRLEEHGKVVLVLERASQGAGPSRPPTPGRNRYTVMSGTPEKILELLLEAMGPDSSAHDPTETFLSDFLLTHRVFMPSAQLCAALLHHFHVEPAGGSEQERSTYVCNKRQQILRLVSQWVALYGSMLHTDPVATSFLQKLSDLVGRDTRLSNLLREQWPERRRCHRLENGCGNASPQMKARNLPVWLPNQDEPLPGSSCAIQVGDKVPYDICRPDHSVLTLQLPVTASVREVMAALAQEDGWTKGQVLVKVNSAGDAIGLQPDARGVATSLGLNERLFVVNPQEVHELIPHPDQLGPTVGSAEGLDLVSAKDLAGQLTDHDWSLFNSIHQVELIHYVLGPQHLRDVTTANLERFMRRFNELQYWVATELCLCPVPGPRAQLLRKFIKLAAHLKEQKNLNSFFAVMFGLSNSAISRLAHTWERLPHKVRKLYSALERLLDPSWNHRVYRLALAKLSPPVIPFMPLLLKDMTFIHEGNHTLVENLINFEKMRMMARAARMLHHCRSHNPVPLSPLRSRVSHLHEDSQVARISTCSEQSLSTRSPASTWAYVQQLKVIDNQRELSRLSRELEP
CCT chaperon mod – cytosolic chaperonin activity modulation. activity change, % (concentration not given with the values), hits read low. hit rate 0.3% among 360,000. purified chaperonin ATPase assay, HTRF ADP detection, 30 min. AID 651819; in the data active = activity change below about -30%; note: % is set by controls: 0 for no effect and ±100 for the full control effect
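First, chaperonin was dispensed at 40 nM or 20 nM final depending on batch activity. Next, compounds were pinned at 76 uM and ATP added at 10 uM. After 30 min at 37 °C, ADP detection reagents ran 30 min at ambient temperature.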
WRN helicase inh – blocks human WRN helicase; Potency, µM (doses to about 114 µM), for the others: at the highest dose activity change, negative = inhibition, most hits filed as inhibitors; hit rate 0.46% among 360,000; AID 651768; WRN helicase unwinding, fluorescent forked duplex, kinetic; Q14191; note: potency is the fitted concentration of half-maximal effect; % is set by controls: 0 for no effect and ±100 for the full control effect; nearly all actives have a fitted effect of over 55% in size
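Kinetic red-fluorescence monitoring (525/598 nm) tracks WRN helicase activity after 100 nM fluorophore-quencher forked duplex and 2 mM ATP are added to 20 nM enzyme pretreated 15 min at room temperature with compound.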
PI5P4Ka inh – inhibitors of human PI5P4K alpha; PI5P4Kalpha enzyme, ADP-Glo luminescence, 60 min; stronger effect = lower value; max response, %; hit rate 1.2% among 330,000; AID 652105; active = max response of -50% or lower; inconclusive = between -30% and -50%; inactive = -30% or higher; note: value at the top dose of about 77 µM; % is set by controls: 0 for no effect and ±100 for the full control effect
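Luminescence from ADP-Glo served as readout of PI5P4Kalpha activity in a qHTS format. Reaction: enzyme, substrate, compound, ATP at 5 microM final, 60 min at RT.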
PLK1 PBD block – PLK1 (human) polo-box domain binding inhibition; P53350; hit rate 2.8% among 360,000; AID 720504; Potency, µM, for the others: max response, negative = inhibition, most hits filed as inhibitors; Plk1 PBD binding of FITC phosphopeptide, fluorescence polarization; note: potency is the fitted concentration of half-maximal effect; series mostly up to about 57 µM; % is set by controls: 0 for no effect and ±100 for the full control effect; nearly all actives have a fitted effect of over 65% in size
EPAC1 ag – activates human EPAC1 exchange factor | EPAC1 agonist qHTS, biochemical assay; response scale: 100% = response to 6.5 mM cAMP | Potency, µM (titrated, usually from 154 µM), for inactives: top-dose activation, most hits filed as activators | hit rate 0.073% among 360,000 | AID 720707; note: potency is the fitted concentration of half-maximal effect; nearly all actives have a fitted effect of over 60% in size
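Compounds were pinned as a concentration titration into mixtures of EPAC1 (100 nM), BODIPY-GDP-loaded Rap1B (250 nM) and GDP (50 uM). After 5 min at room temperature, fluorescence was followed for 30 min; activity was scaled to 6.5 mM cAMP.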
EPAC2 antagonist – antagonists of human EPAC2 | EPAC2 GEF exchange of Rap1B-BODIPY-GDP, fluorescence | Potency, µM (top dose mostly 114 µM), inactives show at the highest dose activity, negative = inhibition, most hits filed as inhibitors | hit rate 0.18% among 360,000 | AID 720708; note: potency is the fitted concentration of half-maximal effect; % is set by controls: 0 for no effect and ±100 for the full control effect; nearly all actives have a fitted effect of over 45% in size; many of its hits are not listed in these tables
Active calls of the source: *; ? = inconclusive; . = no result given; [ ] = remark or other dose. Unless noted, calls come from the whole dose curve; as a rule, active = well fitted curve in the direction sought with a large enough effect; inconclusive = small, poorly fitted or top-dose-only effect, or another doubt; inactive = no such curve, though single readings can be large; an effect the other way counts as inactive or inconclusive. Not all compounds are listed; the hit share may differ from the screen's.

SMILES | Mm-Cpn inhibitor | EPAC1 antag | CCT chaperon mod | WRN helicase inh | PI5P4Ka inh | PLK1 PBD block | EPAC1 ag | EPAC2 antagonist
Cc1cc2oc(=O)cc(-c3ccccc3)c2c(C)c1-c1ccc(C(F)(F)F)cc1 | -4% | 5% | 1.1 | -2% | 6 | -2% | 8% | -14%
CCCC/C(O)=N\S(=O)(=O)c1ccc(N=NN(C)C)cc1 | -27% | -2% | 1.0 | 9% | 7 | 1% | -1% | 8%
Cc1ccc(S(=O)(=O)CCC(=O)NNC(=O)CN(C)S(=O)(=O)c2ccc(C)cc2)cc1 | 0% | -13% | -5.9 | -16% | 4 | 1% | 2% | -8%
O=C1c2cccnc2C(=O)N1CNc1ccc(Cl)cc1 | 3% | 1% | -1.4 | 0% | -6 | -1% | -8% | 6%
COc1ccc(N2c3ccccc3CN(Cc3ccccc3)[C@@H](C)[C@H]2Cc2ccc(-c3ccccc3)cc2)cc1 | . | 19% | . | 8% | 3 | 3% | 3% | -1%
CC(Sc1nnc2ccccn12)C(=O)NCc1ccc2c(c1)OCO2 (stereo not given) | 1% | 10% | -0.6 | 9% | 4 | -2% | -17% | 2%
Cc1c(/C=N/NC(=O)CNc2ccccc2)c2ccccn2c1C(=O)c1ccc(Cl)cc1 | -2% | -20% | 2.3 | -14% | 10 | -18% | 5% | -9%
CCCNC(=O)Cn1cnc2sc(C(=O)N3CCN(CCC)CC3)c(C)c2c1=O | -1% | 11% | -4.2 | 5% | -4 | 1% | -5% | 3%
Cc1ccc(OCc2ccc(C(=O)NNC(=S)NCC3CCCO3)o2)c([N+](=O)[O-])c1 (stereo not given) | -2% | -13% | 0.8 | -30% | 9 | -19% | 3% | -6%
Cc1cscc1-c1cc2nc(NCCCN(C)C)n(C)c(=O)c2s1 | . | -22% | 1.7 | -8% | -1 | -24% | 5% | 13%
O=C(COC(=O)C1CC1)Nc1ccc2c(c1)OCO2 | -1% | 7% | 0.0 | 4% | 3 | -5% | -3% | 0%
NC(=O)C1CCN(CC(=O)NC(=O)NC2CCCC2)CC1 | 3% | 5% | -0.3 | 1% | -3 | -4% | -1% | 7%

One compound at a time, from the list above. Values in the order: Mm-Cpn inhibitor | EPAC1 antag | CCT chaperon mod | WRN helicase inh | PI5P4Ka inh | PLK1 PBD block | EPAC1 ag | EPAC2 antagonist
Results for Cc1ccc(OCc2ccc(C(=O)NNC(=S)NCC3CCCO3)o2)c([N+](=O)[O-])c1 (stereo not given) = -2% | -13% | 0.8 | -30% | 9 | -19% | 3% | -6%
Results for Cc1cscc1-c1cc2nc(NCCCN(C)C)n(C)c(=O)c2s1 = . | -22% | 1.7 | -8% | -1 | -24% | 5% | 13%
Results for CCCNC(=O)Cn1cnc2sc(C(=O)N3CCN(CCC)CC3)c(C)c2c1=O = -1% | 11% | -4.2 | 5% | -4 | 1% | -5% | 3%
Results for Cc1cc2oc(=O)cc(-c3ccccc3)c2c(C)c1-c1ccc(C(F)(F)F)cc1 = -4% | 5% | 1.1 | -2% | 6 | -2% | 8% | -14%
Results for CCCC/C(O)=N\S(=O)(=O)c1ccc(N=NN(C)C)cc1 = -27% | -2% | 1.0 | 9% | 7 | 1% | -1% | 8%

Other records.
SMILES | Mm-Cpn inhibitor | EPAC1 antag | CCT chaperon mod | WRN helicase inh | PI5P4Ka inh | PLK1 PBD block | EPAC1 ag | EPAC2 antagonist
c1ccc(C2=Nn3c(nnc3-c3ccccn3)SC2)cc1 | 1% | 0% | 2.7 | -10% | 1 | -10% | -11% | 19%
CCCCCN(C(=O)CCC(=O)OCCOc1ccc(OCC)cc1)c1c(N)n(CCCC)c(=O)[nH]c1=O | -1% | -24% | -0.8 | 2% | 1 | -5% | -31%[inhibitor] | -2%
O=C(NCCC1=CCCCC1)c1ccc(Br)o1 | -2% | 10% | -1.3 | 5% | -4 | -2% | 2% | 8%
COc1cccc(CC(NC(C)=O)C(=O)NC2CCN(S(=O)(=O)c3cccc4ccccc34)CC2)c1 (stereo not given) | -4% | -3% | -1.0 | -5% | . | -3% | 3% | -2%
NC(=O)CC(NC(=O)c1ccccc1)c1ccc(NCCc2ccc(Cl)cc2)c([N+](=O)[O-])c1 (stereo not given) | 0% | -26% | -0.5 | 5% | -6 | -10% | -16% | -28%
CCCCCCn1c(-c2ccco2)nc2oc3cc(OC)ccc3c(=O)c2c1=O | -4% | 1% | -0.1 | -14%[57.1 µM] | . | -6% | 3% | 9%
C=CCOc1cccc(C2C(C(=O)c3ccc(C)o3)=C(O)C(=O)N2c2nccs2)c1 (stereo not given) | -18% | ? | 1.2 | -3% | -20 | ? | -8% | ?
O=C(COC(=O)c1ccccc1OCc1ccc(Cl)cc1)NCC1CCCO1 (stereo not given) | 2% | -29% | 0.4 | 0% | -2 | -15% | 2% | -16%
COc1ccc(NC(=O)CN(C)C(=O)c2ccc3c(c2)OCCO3)cc1 | -2% | 7% | 0.2 | -15% | -1 | -3% | 3% | -4%
COc1cc(NC(=O)c2cc3ccccc3o2)c(OC)cc1Br | -8% | -4% | -2.0 | 6% | -20 | -22% | 4% | 4%
O=c1[nH]c(=O)n(Cc2ccccc2)c2nc(-c3ccc(Oc4ccc(F)cc4)c([N+](=O)[O-])c3)n(CCO)c12 | -3% | -11% | 2.2 | -5% | 10 | 2% | -3% | -8%
COc1ccc(CCn2c(=S)[nH]c3cc(C(=O)NCc4ccco4)ccc3c2=O)cc1OC | -2% | 1% | 0.0 | -16% | -27 | -12% | -6% | -3%
O=C(c1ccco1)[C@@H]1[C@@H]2C(=O)N(c3ccc(F)cc3)C(=O)[C@@H]2[C@H]2C=Cc3ccccc3N21 | 0% | -8% | -4.9 | -19% | -24 | ? | 7% | -2%
CC1(C(=O)NS(=O)(=O)c2cccc(Cl)c2)CCN1C(=O)CC1CC1 (stereo not given) | . | -11% | -1.8 | 0% | 0 | -10% | -1% | -4%
CCSc1nc2c(c(=O)[nH]c(=O)n2C)n1Cc1ccc(Cl)cc1 | 0% | -8% | -4.0 | 13% | 6 | -17% | 0% | -4%
Cc1cc(OCCN2CC(C)OC(C)C2)ccc1[N+](=O)[O-] (stereo not given) | ? | -1% | 1.1 | 13% | . | -4% | -4% | 8%
CN(C)S(=O)(=O)c1cc(NC2CC(=O)N(c3ccc(F)cc3)C2=O)ccc1Cl (stereo not given) | -6% | 3% | 0.6 | -4% | 0 | -3% | 9% | -5%
COc1cc(NC(=O)Nc2cccc3cccnc23)cc(OC)c1OC | 1% | -2% | -0.2 | -13% | -7 | 1% | 9% | 0%
CN1CCCC(OC(=O)c2cc(Cl)ccc2Cl)C1 (stereo not given) | 1% | -1% | -2.1 | 9% | -3 | -2% | -3% | 6%
CCOC(=O)C1=CCN(S(=O)(=O)c2ccc(F)cc2)C1c1ccc(F)cc1 (stereo not given) | . | -10% | . | -7% | 4 | 5% | -6% | ?
O=C(CSc1nc2ccccc2c(=O)n1CCCN1CCOCC1)N1CCN(c2ccccc2)CC1 | -3% | ? | -0.8 | -3% | 0 | -3% | 6% | -2%
Cn1c(C(=O)N2CCOCC2)cnc1Sc1ncc(C(F)(F)F)cc1Cl | -1% | -2% | 1.8 | 9% | 0 | -5% | -1% | 0%
CCn1c(C(=O)OC)cc2c1ccn2-c1ccc(F)cc1 | -3% | -20% | -0.4 | ? | -50* | 3µM* | 3% | 0%
COc1cc2c(cc1NC(=O)CSc1ccccn1)oc1ccccc12 | -9% | -7% | 1.0 | -14% | 13 | -9% | 2% | -1%
COC(=O)CCc1c(C)c(C#N)c2nc3ccccc3n2c1N1CCCC1 | 1% | 3% | -2.3 | -4% | . | 0% | -3% | 0%
Cc1c(=O)n(OCc2ccc(Cl)cc2)c2ccccc2[n+]1[O-] | 1% | -3% | -26 | 5%[57.1 µM] | -9 | -4% | -13% | 4%
Cc1cc(C)cc(C(=O)NC(CC(N)=O)c2ccc(NC3CCCCC3)c([N+](=O)[O-])c2)c1 (stereo not given) | -1% | -7% | -4.5 | -6% | 5 | -13% | -4% | 9%
Cc1nn(C)cc1CN(C)C(=O)c1cc2nc(-c3ccco3)cc(C(F)(F)F)n2n1 | -7% | 1% | -5.1 | -10% | 4 | -7% | -4% | 8%[57.1 µM]
Cc1c(NS(=O)(=O)c2ccc(Br)cc2)c(=O)n(-c2ccccc2)n1C | 2% | 0% | 0.6 | 5% | 0 | -7% | -8% | 3%
CN(CC(=O)Nc1ccc(N2CCOCC2)cc1)C(=O)C12CC3CC(CC(C3)C1)C2 | 1% | -29% | 0.5 | 11% | 1 | -9% | -9% | 0%
CCC(C)(O)c1[nH]c2ccc(C(=O)OC)cc2c1C (stereo not given) | -3% | 9% | 1.7 | 0% | 4 | -3% | -25% | 3%
Cc1ccc(S(=O)(=O)/N=C(\CN2CCOCC2)N2CCOCC2)cc1 | 2% | 5% | 1.0 | -5% | -1 | -3% | 4% | 10%
CCCCc1n[nH]c(=S)n1Cc1ccccc1 | -2% | -13% | -0.4 | 2% | 0 | -9% | 3% | -1%
Fc1ccccc1NC(=S)NCCc1ccccc1 | 0% | 5% | 0.1 | -8% | ? | 3µM* | -5% | 15%
O=C(/C=C/c1ccc(Br)cc1)NCc1cccs1 | -1% | -9% | 2.1 | -12% | 10 | -26% | 5% | 1%
CCc1noc(C)c1C(=O)NNC(=O)c1ccccc1F | 2% | -17% | -2.9 | 1% | 1 | -11% | 14% | 9%
O=C(O)c1oc2ccc(Br)cc2c1-n1cccc1 | 0% | 7% | -0.3 | -8% | . | -9% | -3% | 8%
O=C(N/N=C/c1cc(Br)c(Br)o1)c1cccnc1 | 0% | 4% | -7.1 | ? | ? | -25% | 5% | 4%
CC(C)[C@H](NC(=O)N1CCn2c1nc1ccccc12)C(=O)N[C@@H](C(=O)O)c1ccccc1 | 2% | -11% | -0.3 | 0% | -10 | -6% | -18% | 2%

3 entries from above, ordered by length of the SMILES, largest number first:
SMILES | Mm-Cpn inhibitor | EPAC1 antag | CCT chaperon mod | WRN helicase inh | PI5P4Ka inh | PLK1 PBD block | EPAC1 ag | EPAC2 antagonist
Cc1nn(C)cc1CN(C)C(=O)c1cc2nc(-c3ccco3)cc(C(F)(F)F)n2n1 | -7% | 1% | -5.1 | -10% | 4 | -7% | -4% | 8%[57.1 µM]
Cc1ccc(S(=O)(=O)/N=C(\CN2CCOCC2)N2CCOCC2)cc1 | 2% | 5% | 1.0 | -5% | -1 | -3% | 4% | 10%
O=C(/C=C/c1ccc(Br)cc1)NCc1cccs1 | -1% | -9% | 2.1 | -12% | 10 | -26% | 5% | 1%
